Compound activity: PubChem BioAssay, National Center for Advancing Translational Sciences (NCATS)
JMJD2A Tudor inh: qHTS Assay for Inhibitors of JMJD2A-Tudor Domain. Lysine-specific demethylase 4A (Homo sapiens), O75164. AlphaScreen JMJD2A-Tudor / H3K4me3 peptide binding. 4.4% of 390,000 active. Potency, µM (doses to about 114 µM), inactives show at the top dose activity change, negative = inhibition, usual class: inhibitors; also: % is scaled to controls: 0 for no effect and ±100 for the full control effect; nearly all actives have a fitted effect of over 50% in size
HP1b chromo inh: HTS for Inhibitors of HP1-beta Chromodomain Interactions with Methylated Histone Tails | Chromobox protein homolog 1 (Homo sapiens), P83916 | Potency, µM (doses to about 114 µM), inactives show at the top dose activity change, negative = inhibition, usual class: inhibitors | 0.56% of 390,000 active | AlphaScreen HP1-beta / biotin-H3K9me3 peptide binding; also: nearly all actives have a fitted effect of over 70% in size; inactives centre near 23
Target sequence (P83916 whole entry, looked up): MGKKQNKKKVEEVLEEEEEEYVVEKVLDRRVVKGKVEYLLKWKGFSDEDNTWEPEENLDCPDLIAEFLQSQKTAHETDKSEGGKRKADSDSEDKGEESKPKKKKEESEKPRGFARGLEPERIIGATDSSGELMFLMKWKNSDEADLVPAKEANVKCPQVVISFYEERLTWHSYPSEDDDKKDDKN
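HP1-beta protein (50 nM final) preincubated 30 min at room temperature with biotinylated H3(1-18)K9me3 peptide (50 nM) in PBS pH 7.4, 0.01% Tween-20, then compound added for 30 min. AlphaScreen streptavidin donor/nickel chelate acceptor beads (10 ug/mL final), 30 min dark, luminescence read.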
RGS4 inh: Inhibitors of Regulator of G Protein Signaling (RGS) 4: qHTS. Transcreener GDP fluorescence polarization, RGS4-accelerated GTP hydrolysis. 0.039% of 390,000 active. Potency, µM (titrated, usually from 114 µM), without a hit: at the top dose activity change, negative = inhibition, hits mostly inhibitors. AID 504845, 2011; also: % is scaled to controls: 0 for no effect and ±100 for the full control effect; nearly all actives have a fitted effect of over 75% in size; some results filed as inactive show a strong effect at the top dose
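MLSMR compounds (23 nl, pin-transferred) preincubated 10 min at room temperature with a 500nM (2x) first reagent, then RGS4 at 900nM (2x) plus Transcreener GDP mix added; fluorescence polarization (620/688 nm) read before and after 90 min at 30 °C.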
ERG-DNA inh: qHTS for Small Molecule Inhibitors of the ERG Ets/DNA interaction; Transcriptional regulator ERG (Homo sapiens), P11308; fluorescence polarization, His-ERG Ets domain / labelled DNA; Potency, µM (series often up to 76.9 µM), for inactives: top-dose FP activity, negative = inhibition, usual class: inhibitors; 0.028% of 370,000 active; AID 624246, 2012; active = well fitted inhibition curve with a large enough effect in the polarisation, with a control signal flat; inconclusive = small, poorly fitted or top-dose-only effect, or effect the other way, or a change in a side signal; inactive = no such curve, though single readings can be large or run the other way; the % refers to the polarisation;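 also: polarization taken with two DNA probes labelled with fluorescein and Texas red; % of control where 0% means no effect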
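His-tagged ERG Ets domain (1 uM in the protein solution; 300mM KCl, 50mM Tris-HCl, 1mM EDTA, 1mM DTT, pH 7.5) received compound, then a probe mix of 5 nM fluorescein-DNA and 100nM Texas-615-DNA. Fluorescence polarization was read for both dyes.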
Tb PGK inh: qHTS Assay to Find Inhibitors of Phosphoglycerate Kinase | Phosphoglycerate kinase, glycosomal (Trypanosoma brucei brucei), P07378 | PGK/GAPDH coupled, Kinase-Glo luminescence, 60 min | Potency, µM (titrated, usually from 57.5 µM), for the others: top-dose activity change, negative = inhibition, usual class: inhibitors | 0.043% of 380,000 active | AID 602233, 2012; also: % is scaled to controls: 0 for no effect and ±100 for the full control effect; nearly all actives have a fitted effect of over 60% in size
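Luminescent ATP detection (Kinase-Glo Plus) follows a 60-minute room-temperature incubation, with wells lacking PGK as controls. Buffer: 100 mM TEA (pH 7.6), 5 mM MgCl2, 0.01% Tween-20. Coupling enzyme GAPDH (100 nM final) supplies unstable 1,3-BPG in-well.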
GLS inh: qHTS for Inhibitors of Glutaminase (GLS); AID 624170, 2012; GLS enzymatic activity, qHTS titration; Glutaminase kidney isoform, mitochondrial (Homo sapiens), O94925; 0.21% of 410,000 active; Potency, µM (series often up to 45.5 µM), for the others: top-dose activity change, negative = inhibition, actives largely listed as inhibitors; also: % is scaled to controls: 0 for no effect and ±100 for the full control effect
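Enzyme dispensed in phosphate buffer (45 mM, pH 8.2, 0.02% Tween-20), compounds pinned in, then 1 mM L-glutamine solution and the glutamate oxidase–HRP–Amplex Red mix added; fluorescence read immediately and again after 30 min at room temperature.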
TrxR1 inh: qHTS Assay for Inhibitors of Mammalian Selenoprotein Thioredoxin Reductase 1 (TrxR1): qHTS; 1% of 390,000 active; Potency, µM (doses to about 114 µM), for inactives: at the highest dose activity change, negative = inhibition, hits mostly inhibitors; recombinant rTrxR1, NADPH fluorescence consumption, selenite substrate; also: % is scaled to controls: 0 for no effect and ±100 for the full control effect; nearly all actives have a fitted effect of over 65% in size
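Rat TrxR1 (90 nM in the dispensed reagent) was pre-reduced with 400 uM NADPH for 5 min at room temperature, then incubated with compound for 15 min. After 400 uM selenite was added, NADPH fluorescence (Ex 340/Em 450 nm) was followed for 8 min.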
Pin1 inh: qHTS Assay to Find Inhibitors of Pin1; 0.009% of 390,000 active; Potency, µM (top dose mostly 115 µM), for the others: at the top dose activity, negative = inhibition, usual class: inhibitors; AID 504891, 2011; Pin1 FP peptide displacement, HiFluor488, 10 min; active = well fitted inhibition curve with a large enough effect in the polarisation, with a control signal flat, not every such curve was filed as active; inconclusive = small, poorly fitted or top-dose-only effect, or effect the other way, or a change in a side signal; inactive = no such curve, though single readings can be large or run the other way; the % refers to the polarisation; also: % is scaled to controls: 0 for no effect and ±100 for the full control effect
Target sequence (Q13526 whole entry, looked up): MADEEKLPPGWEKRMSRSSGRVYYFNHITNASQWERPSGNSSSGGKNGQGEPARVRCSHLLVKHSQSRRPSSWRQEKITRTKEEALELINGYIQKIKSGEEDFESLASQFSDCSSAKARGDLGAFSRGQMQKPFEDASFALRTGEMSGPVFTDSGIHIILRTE
12-LOX inh: Primary qHTS assay for inhibitors of human arachidonate 12S-lipoxygenase (ALOX12): Round 2; purified 12hLO, xylenol orange hydroperoxide absorbance; Potency, µM (top dose mostly 108 µM), inactives show top-dose activity change, negative = inhibition, most hits filed as inhibitors; 1.1% of 580,000 active; also: % is scaled to controls: 0 for no effect and ±100 for the full control effect
Target sequence (P18054 whole entry, looked up): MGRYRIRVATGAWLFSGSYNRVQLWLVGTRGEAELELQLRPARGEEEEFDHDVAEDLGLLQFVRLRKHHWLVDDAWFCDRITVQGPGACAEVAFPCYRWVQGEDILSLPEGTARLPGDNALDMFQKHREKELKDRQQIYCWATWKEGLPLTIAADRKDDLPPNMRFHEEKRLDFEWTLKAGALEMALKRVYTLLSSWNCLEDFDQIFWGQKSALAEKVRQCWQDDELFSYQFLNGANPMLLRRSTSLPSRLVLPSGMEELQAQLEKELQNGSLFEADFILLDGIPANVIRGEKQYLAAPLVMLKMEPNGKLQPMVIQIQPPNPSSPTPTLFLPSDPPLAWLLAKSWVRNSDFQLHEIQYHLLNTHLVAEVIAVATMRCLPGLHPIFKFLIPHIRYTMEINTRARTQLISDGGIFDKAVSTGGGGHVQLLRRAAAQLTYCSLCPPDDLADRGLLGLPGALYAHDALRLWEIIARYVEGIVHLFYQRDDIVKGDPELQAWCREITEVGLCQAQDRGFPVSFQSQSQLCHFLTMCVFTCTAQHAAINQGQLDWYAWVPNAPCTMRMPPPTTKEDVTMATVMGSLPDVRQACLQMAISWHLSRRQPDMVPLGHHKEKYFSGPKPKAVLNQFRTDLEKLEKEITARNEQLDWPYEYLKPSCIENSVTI
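Purified human 12hLO (150 nM final) in 25 mM Hepes, 0.01% Triton X-100, pH 7.0 was preincubated 15 min at room temperature with compound. Then 40 uM arachidonic acid was added, 30 min. Hydroperoxide was read by Fe-XO absorbance ratio 573/405 nm.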
Active calls of the source: *; i = inactive; ? = inconclusive; & = joins results of further samples; [ ] = dose if it differs, or a comment. Unless noted, calls follow the shape of the dose curve; as a rule, active = well fitted curve in the direction sought with a large enough effect; inconclusive = small, poorly fitted or top-dose-only effect, or another doubt; inactive = no such curve, though single readings can be large; an effect the other way counts as inactive or inconclusive. Potency is read from the fitted curve at half-maximal effect.

Compound,Tb PGK inh,12-LOX inh,TrxR1 inh,RGS4 inh,Pin1 inh,GLS inh,HP1b chromo inh,JMJD2A Tudor inh,ERG-DNA inh
CCOC(=O)Cn1ccc(O)c(Cc2ccc(Cl)cc2Cl)c1=O,-9%,-6%,8%[57.1 µM],-5%,6%,6%,11%,-17%,-3%
COc1ccc(NC(=O)CSc2nnc(-c3ccncc3)o2)c(OC)c1,i,0%,2%[57.1 µM],-25%,-2%,-1%,51%[activator],-1%,13%
COc1ccc(C(=O)/C=C/C(=O)N(CC(=O)NC2CCCCC2)Cc2ccccc2OC)c(O)c1,8%,-14%,?,?,12%,-24%,26%,-14%[57.1 µM],9%
COC(=O)c1[nH]c2ccccc2c1NC(=O)c1ccccc1[N+](=O)[O-],-8%,-32%,-12%,0%,7%,6%,27%,-21%,-7%
COc1ccccc1N1CCN(CCN(C(=O)c2ccc(F)cc2)c2ccccn2)CC1,-8%,-25%,5%[57.1 µM],2%[56.9 µM],-11%,15%,11%,-12%,5%
Cn1c(=O)n(C)c2cc(C(=O)Nc3ccc4c(c3)OCO4)ccc21,0%,0%,4%,-4%,-5%,10%,13%,-6%,-11%
COc1ccc(OCc2nnc3n2N=C(c2ccc(Br)cc2)CS3)cc1,-8%,282%[activator],8%[57.1 µM],-34%,22%,1%,-4%,-23%,5%
Cc1nc(-c2ccccc2)sc1C(=O)NN,-1%,-1%,16%,-7%[56.9 µM],-1%,10%,66%[activator],-22%,12%
COc1ccc(-c2oc3cc(OC(C)=O)cc(OC(C)=O)c3c(=O)c2OC)cc1,-8%,-28%,14%,7%,4%,-4%,-31%,-33%,3%
NC(=O)C1CCN(c2ncnc3c2cnn3-c2cccc(Cl)c2)CC1,-6%,-16%,-5%[57.1 µM],21%,-3%,0%,31%,-14%,0%
CCN1CCN(C(=O)c2ccc(Cl)c(S(=O)(=O)N3CCCCC3)c2)CC1,-10%,-29%,1%,-30%,-9%,7%,-9%,-13%,8%
O=c1c2ccccc2nc2n1C(CBr)CS2 (stereo unspecified),-8%,5%,3%,-10%[56.9 µM],-7%,5%,14%,-13%,19%

Remaining list, next part.
Compound,Tb PGK inh,12-LOX inh,TrxR1 inh,RGS4 inh,Pin1 inh,GLS inh,HP1b chromo inh,JMJD2A Tudor inh,ERG-DNA inh
CCN1CCN(Cc2ccc(NC(=O)c3cc(NC(=O)c4ccno4)cc(OC)c3)cc2C(F)(F)F)CC1,-2%&-5%,?,13%[57.1 µM],3%,-5%,0%&1%,14%,?,21%
O=C(O)c1cc([N+](=O)[O-])cc2c1C=Cc1ccccc1O2,-19%,?,-10%,-19%,1%,-11%,7%,-27%,5%
COc1cc2c(cc1OC)CN(Cc1cc(OC)c3c(c1)OCO3)CC2,-7%,-20%,-12%,-14%[56.9 µM],-6%,14%,-9%,8.9µM*,-3%
COc1ccccc1N(CC(O)Cn1c(C)nc2ccccc21)S(=O)(=O)c1ccccc1 (stereo unspecified),-7%,-1%,-9%,0%,0%,7%,28%,1%[57.1 µM],0%
O=C(C(c1ccccc1)c1ccccc1)N1CCN(Cc2ccc(Br)cc2)CC1,-7%,?,11%[57.1 µM],-8%,-5%,4%,26%,-25%,9%
CCOc1ccc(Cl)cc1CNCCCSc1nnnn1C,-8%,-8%,24%,3%,0%,-8%,48%[activator],0%,-4%
CCN(CC)CCCNC(=O)CCC(=O)Nc1ccc2nc(N3CCC(C)CC3)cc(C)c2c1,-7%,?,0%,-8%,9%,5%,29%,-5%,-3%
CC(C(=O)NC1CCCCCC1)n1cc([N+](=O)[O-])cn1 (stereo unspecified),2%,2%,15%[57.1 µM],3%,4%,0%,13%,10%,-2%
CC(C)C12CCC(C(=O)O)C(C1)C(=O)O2 (stereo unspecified),i,0%,-1%,5%,-4%,-14%,26%,-9%,-5%
O=C(Nc1ccc2c(c1)OCO2)C1CCN(c2ccc(S(=O)(=O)N3CCOCC3)cc2)CC1,-5%,11%,14%[57.1 µM],-15%,-1%,-4%,14%,-12%,-5%
CC(C)(C)c1ccc(C(=O)NCC(=O)OCCN2C(=O)c3ccccc3C2=O)cc1,-6%,?,27%,13%,2%,2%,21%,-9%,0%
COCCNC(=O)CSc1nc2cc3c(cc2c(=O)n1CCCCCC(=O)NCCc1ccc(OC)c(OC)c1)OCO3,2%,-18%,19%[57.1 µM],11%,-2%,-4%,-2%,-19%,-6%

Remaining list, next part:
Compound,Tb PGK inh,12-LOX inh,TrxR1 inh,RGS4 inh,Pin1 inh,GLS inh,HP1b chromo inh,JMJD2A Tudor inh,ERG-DNA inh
CCCOC(=O)C1=C(C)NC2=C(C(=O)CC(C)(C)C2)C1c1cccnc1 (stereo unspecified),i,-10%,11%[57.1 µM],27%,2%,20%,22%,-4%,-8%
Cc1c(NC(=O)/C(C#N)=C/c2ccc(-c3ccccc3Cl)o2)c(=O)n(-c2ccccc2)n1C,-4%,-20%,1%,-30%,13%,17%,?,?,6%
COc1ccc(OC)c(NC(=O)CN2C(=O)CC(C)Sc3ccccc32)c1 (stereo unspecified),2%,-19%,12%,26%,-3%,2%,17%,-9%,0%
NC1=NC(=O)C(Cc2ccccc2)S1 (stereo unspecified),i,16%,26%,-27%,-7%,11%,4%,-4%,2%
O=C1OCC2=C1C(c1ccccc1)CC(=O)N2c1ccc(F)cc1 (stereo unspecified),0%,6%,12%,22%,0%,1%,43%[activator],-5%,3%
Cn1cnnc1SCC(=O)Nc1ccc(S(N)(=O)=O)cc1,-9%,5%,14%,0%,-2%,0%,31%,10%,3%
CCOC(=O)c1ccc(-n2c(CN3CCOCC3)nc3ccc([N+](=O)[O-])cc3c2=O)cc1,i,0%,1%,-17%,11%,-2%,43%[activator],-18%,2%
O=C(COc1ccccc1Cl)Nc1ccc2[nH]c(=O)[nH]c2c1,-4%,?,10%,0%,8%,4%,-4%,-12%,15%
CCOC(=O)c1cnc2c(C)c(C)ccc2c1Nc1ccc(S(=O)(=O)Nc2ncccn2)cc1,0%,-16%,-15%,11%,-4%,8%,24%,-4%,-4%
COc1ccccc1/C(C)=N/Oc1cc(N)cc([N+](=O)[O-])c1,-8%,-34%,14%,5%,3%,-11%,1%,?,11%
COc1ccc(C(=O)NCCc2c[nH]c3ccc(OC)cc23)cc1,1%,4%,4%[57.1 µM],-3%,9%,-8%,-5%,-18%,-11%
O=C(CC1NCCNC1=O)OCCCc1ccccc1 (stereo unspecified),-9%,18%,12%,-7%,2%,2%,51%[activator],-5%,10%

Fetched one by one from above:
Compound,Tb PGK inh,12-LOX inh,TrxR1 inh,RGS4 inh,Pin1 inh,GLS inh,HP1b chromo inh,JMJD2A Tudor inh,ERG-DNA inh
O=C(O)c1cc([N+](=O)[O-])cc2c1C=Cc1ccccc1O2,-19%,?,-10%,-19%,1%,-11%,7%,-27%,5%
CCN1CCN(C(=O)c2ccc(Cl)c(S(=O)(=O)N3CCCCC3)c2)CC1,-10%,-29%,1%,-30%,-9%,7%,-9%,-13%,8%

(cont.)
Compound,Tb PGK inh,12-LOX inh,TrxR1 inh,RGS4 inh,Pin1 inh,GLS inh,HP1b chromo inh,JMJD2A Tudor inh,ERG-DNA inh
COc1ccc(-n2nnc3c(SCc4ccccc4)ncnc32)cc1,-3%,4%,5%[0.457 µM],-13%,1%,0%,112%[activator],24%,-1%
Cc1ccc(S(=O)(=O)N2[C@@H](c3ccc(C(C)C)cc3)C(C(=O)O)=C[C@H]2C(C)(C)C)cc1,-3%,0%,5%,27%,-4%,-13%,26%,-20%,7%
CCCc1ccc(NS(=O)(=O)c2c(C)oc(C)c2C(=O)OC)cc1,9%,1%,-19%,10%,?,7%,76%[activator],9%,-1%
OCC1CCCN(C(=S)Nc2ccc(Nc3ccccc3)cc2)C1 (stereo unspecified),-13%,-12%,26%[11.4 µM],-18%,-7%,?,?,?,20%
Cc1onc(-c2ccccc2)c1-c1nc2cc(Cl)ccc2c(=O)o1,-6%,-10%,25%[57.1 µM],10%,6%,0%,16%,-4%,-10%
CCN(C(=O)c1cc2c(s1)-c1ccccc1OC2)c1cc(Cl)ccc1OC,i,-16%,56%[activator],8%,13%,-12%,94%[activator],43%[activator],0%
Cc1ccc(-n2ncc3c(NCCc4ccccc4)ncnc32)cc1C,-5%,?,9%[57.1 µM],9%,0%,-3%,61%[activator],8%,1%
CN(C)S(=O)(=O)c1cc(NC(=O)CN2CCOCC2)ccc1Cl,1%,2%,10%[57.1 µM],-10%,-8%,2%,-1%,14µM*,4%

These rows are one share of the data (hit frequency here may not be typical).
